High-throughput results: PubChem, Broad Institute
CD40 NFkB inh = CD40 pathway inhibition in BL2 cells. BL2 NF-kB luciferase reporter, CD40L-induced, 4 h. inhibition, % at 10 µM. hit rate 0.94% among 83,000;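 active = mean inhibition of at least 50% with a set share of replicates also reaching that level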;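 note: 0% = neutral control wells and 100% = IKK inhibitor VII at 50 µM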
An asterisk follows results filed as active; & = joins results of further samples; [ ] = remark or other dose. This is a subset (hit frequency here may not be typical).

CD40 NFkB inh,canonical_smiles
2,COc1ccc(-c2nc(S(=O)(=O)c3ccccc3)c(N3CCN(C)CC3)o2)cc1
2,Cc1ccc(-c2cnc(C(O)c3ccc(Cl)c(F)c3)[nH]2)cc1 (stereo unspecified)
-10,COc1ccc(OCC(=O)OC2CCN(C)CC2)cc1
-55,Cc1nc2ccc(NC(=O)c3cccc(C(F)(F)F)c3)cc2o1
-31,CC(=O)Nc1cccc(-c2ccnc3c2CC(C)(C(=O)Nc2ccc4c(c2)OCO4)O3)c1 (stereo unspecified)
-30,Cc1ccc(Cn2ccc(NC(=O)c3noc4c3CCCC4)n2)cc1
-7,CC(=O)Nc1cc(-c2ccoc2)cn2c(-c3ccccc3)cnc12
-14[25 µM],CC(C)NC(=O)N(C)C[C@H]1Oc2ccc(NC(=O)Cc3ccccc3)cc2CC(=O)N([C@@H](C)CO)C[C@H]1C
7,O=C(COC(=O)c1nc(Cl)ccc1Cl)NC1CCCCCC1
7,Cn1c(=O)c2c(SCc3ccccc3)nc(C3CC3)nc2n(C)c1=O
7,CSc1ncc(CN2CCc3c([nH]c4ccccc34)C2C(C)(C)C)cn1 (stereo unspecified)
5,CC(C)C(NC(=O)c1c(F)cccc1F)C(=O)N1CCN(c2ncccn2)CC1 (stereo unspecified)
-1,CC1(c2ccccc2)NC(=O)N(CC(=O)NC(=O)NCc2ccco2)C1=O (stereo unspecified)
2,CC1(NC(=O)c2cccc(S(=O)(=O)N3CCN(c4ccc(F)cc4)CC3)c2)CCS(=O)(=O)C1 (stereo unspecified)
-12[25 µM],COc1cccc(NC(=O)C[C@H]2CC[C@@H]3[C@H](COc4ccc(NS(=O)(=O)c5cccc(F)c5)cc4C(=O)N3C)O2)c1
6,COc1ccc2c(c1O)-c1ccccc1CCN(C)C2
-12[25 µM],COc1ccc(-c2ccc(C3[C@H]4CNC[C@@H]3N4S(=O)(=O)c3cn(C)cn3)cc2)cc1 (stereo partly specified)
6,O=C(CNS(=O)(=O)c1ccccc1)OCC(=O)c1c[nH]c2ccccc12
-4,COC(=O)Nc1sc2c(c1C(=O)NCc1ccco1)CCC2
3[25 µM],COc1ccc2c3c(n(C)c2c1)[C@@H](CO)NCC31CCN(S(=O)(=O)c2cccc(C)c2)CC1
6[25 µM],O=C(CN1CCOCC1)N[C@H]1CC[C@H](CCn2cc(C3CC3)nn2)O[C@@H]1CO
0,CC(=O)O/N=C/c1c(N2CCOCC2)n(C)c2ccccc12
18,NS(=O)(=O)c1ccc(CCNC(=O)CCCNC(=O)c2ccc(Cl)cc2)cc1
-10,COc1ccc(-c2nn(-c3ccccc3)cc2C(=O)NC2CCC(C)CC2)cc1 (stereo unspecified)
-6[25 µM],Cc1noc(C)c1S(=O)(=O)Nc1ccc2c(c1)C(=O)N([C@H](C)CO)C[C@H](C)[C@@H](CN(C)Cc1ccc(C(=O)O)cc1)OCCCC[C@H](C)O2
8,O=C(Nc1nccs1)C(c1ccccc1)N1CCCCC1 (stereo unspecified)
4,CC(CC(=O)O)CC(=O)Nc1ccccc1C(=O)O (stereo unspecified)
-19,N#Cc1nc(-c2cccs2)oc1N1CCN(Cc2ccccc2)CC1
5[25 µM],CO[C@@H]1CN(C)C(=O)c2ccc(NS(C)(=O)=O)cc2OC[C@H](C)N(CC2CC2)C[C@H]1C
25,COc1ccccc1-c1nnc(Sc2nc([N+](=O)[O-])nn2C)o1
-17,COc1ccc2[nH]c3c(=O)n(/N=C/[C@H]4C(C)C=C(C)CC4C)c(=O)[nH]c3c2c1 (stereo partly specified)
9[25 µM],CN1c2ccc(C#Cc3cccnc3)cc2[C@@H]2[C@@H](CCN2C(=O)c2cccc(F)c2)[C@H]1CO
4,CCCCN(C(=O)CC1CCCCC1)c1c(N)n(CC(C)C)c(=O)[nH]c1=O
5[25 µM],C[C@H](CO)N1C[C@H](C)[C@@H](CN(C)Cc2ccc(C(F)(F)F)cc2)Oc2ccc(NC(=O)CCN3CCOCC3)cc2C1=O
-1,O=c1oc2ccccc2c2c1ncn2-c1ccccc1
-8,CC(OC(=O)CCN=C1NS(=O)(=O)c2ccccc21)C(=O)Nc1ccc(F)cc1Cl (stereo unspecified)
-37,O=C(Nc1sc2c(c1C(=O)O)CCC2)c1cccs1
13[25 µM],CC(=O)N1[C@H](CO)[C@H](c2ccccc2)[C@H]1CNC(=O)CN1CCOCC1
1,Fc1ccccc1COc1ccccc1CNCc1ccncc1
-6,Cc1c(C(=O)N2CCN(c3ccccc3)CC2)sc2ncnc(N3CCC(C)CC3)c12

14 entries from above, with tabs:
SMILES	CD40 NFkB inh
O=C(Nc1nccs1)C(c1ccccc1)N1CCCCC1 (stereo unspecified)	8
CC(CC(=O)O)CC(=O)Nc1ccccc1C(=O)O (stereo unspecified)	4
N#Cc1nc(-c2cccs2)oc1N1CCN(Cc2ccccc2)CC1	-19
CO[C@@H]1CN(C)C(=O)c2ccc(NS(C)(=O)=O)cc2OC[C@H](C)N(CC2CC2)C[C@H]1C	5[25 µM]
COc1ccccc1-c1nnc(Sc2nc([N+](=O)[O-])nn2C)o1	25
COc1ccc2[nH]c3c(=O)n(/N=C/[C@H]4C(C)C=C(C)CC4C)c(=O)[nH]c3c2c1 (stereo partly specified)	-17
CN1c2ccc(C#Cc3cccnc3)cc2[C@@H]2[C@@H](CCN2C(=O)c2cccc(F)c2)[C@H]1CO	9[25 µM]
CCCCN(C(=O)CC1CCCCC1)c1c(N)n(CC(C)C)c(=O)[nH]c1=O	4
C[C@H](CO)N1C[C@H](C)[C@@H](CN(C)Cc2ccc(C(F)(F)F)cc2)Oc2ccc(NC(=O)CCN3CCOCC3)cc2C1=O	5[25 µM]
O=c1oc2ccccc2c2c1ncn2-c1ccccc1	-1
CC(OC(=O)CCN=C1NS(=O)(=O)c2ccccc21)C(=O)Nc1ccc(F)cc1Cl (stereo unspecified)	-8
O=C(Nc1sc2c(c1C(=O)O)CCC2)c1cccs1	-37
CC(=O)N1[C@H](CO)[C@H](c2ccccc2)[C@H]1CNC(=O)CN1CCOCC1	13[25 µM]
Fc1ccccc1COc1ccccc1CNCc1ccncc1	1

(listing goes on)
CD40 NFkB inh,canonical_smiles
-19,Cc1ccc(S(=O)(=O)N2CCCC2CNC(=O)C(=O)Nc2ccc(F)cc2)cc1 (stereo unspecified)
12,O=C(COC(=O)Cc1ccc(Cl)cc1Cl)NCc1ccco1
-27,CC(=O)c1ccc(NC(=O)COc2ccccc2C(=O)Nc2ccccc2)cc1
-5,C[C@@H]1CN([C@@H](C)CO)C(=O)c2c(c3ccccc3n2C)-c2ccccc2CO[C@@H]1CN(C)Cc1cccc(C(=O)O)c1
-23,O=S(=O)(NCc1ccco1)c1ccc2ccccc2c1
12,O=C(c1ccccc1[N+](=O)[O-])N1CCC(Cc2ccccc2)CC1
22&-1[25 µM],N#Cc1ccc(-c2ccc(C3[C@@H]4CN(C(=O)Cc5ccccc5)C[C@H]3N4)cc2)cc1 (stereo partly specified)
-17,CCCOC(=O)Nc1sc2c(c1C(N)=O)CCCC2
-31[25 µM],CN(C)C(=O)c1cccc(-c2ccccc2[C@@H]2[C@@H](C#N)N(C(=O)C3CC3)[C@H]2CO)c1
3,COc1ccccc1NC(=O)CCC(=O)c1ccc(-c2ccccc2)cc1
12,CCC12CN(C(=O)c3ccco3)CC(CC)(CN(C(=O)c3ccco3)C1)C2=O
-9,CC1CCCCN1C(=O)COc1ccc2ccc(=O)oc2c1 (stereo unspecified)
13,O=C1NC(C2CC3C=CC2C3)Nc2ccccc21 (stereo unspecified)
11,O=C(COc1ccc(Cl)cc1[N+](=O)[O-])N1CCCCCC1
-3,Cc1cccc(NC(=O)CSc2nc(=O)n(CCN3CCOCC3)c3c2CCCC3)c1C
12,COC(C(=O)Nc1ccc(NC(=O)C(OC)c2ccccc2)cc1)c1ccccc1 (stereo unspecified)
9,O=C(Nc1ccncc1)c1cccc(S(=O)(=O)N2CCOCC2)c1
11,Cc1n[nH]c(=O)c2c(NC(=O)CSc3nnnn3-c3ccccc3)oc(C)c12
15,O=C(CN1CCN(c2ccc(O)cc2)CC1)NCC(=O)Nc1ccc(F)c(F)c1F
-4,Cc1ccnc2nc(C(=O)OCC(=O)c3ccc(NC(=O)CC(C)C)cc3)nn12
23,O=C(Nc1ccccc1)c1cnc(-c2ccccc2)nc1-c1ccccc1
-117,C/C(=N\Nc1ccc([N+](=O)[O-])cc1)c1cccc(N)c1
33[25 µM],COc1ccccc1NC(=O)N1CCCCN2[C@H](CO)[C@H](c3ccc(-c4cccc(C#N)c4)cc3)[C@@H]2C1
13,COc1ccc(C(CNC(=O)c2cccc(S(=O)(=O)N3CCOCC3)c2)N2CCCC2)cc1 (stereo unspecified)
8[25 µM],O=C(NCC[C@@H]1CC[C@H](NS(=O)(=O)c2ccc(F)cc2)[C@H](CO)O1)c1ccc2c(c1)OCO2
-56,O=C(Nc1nc(-c2cc(F)ccc2F)cs1)c1ccccn1
1,Cc1cc(NC(=O)COC(=O)c2ccc(S(=O)(=O)N3CCCC3)cc2)no1
-1,CC1CCC(NC(=O)CN(C)S(=O)(=O)c2cnc[nH]2)CC1 (stereo unspecified)
6,CCOC(=O)c1cc(C(C)=O)n2ccccc12
14[25 µM],CS(=O)(=O)N1[C@@H](CO)[C@@H](c2ccccc2)C12CN(Cc1cc(F)ccc1F)C2
10,CC(=O)c1ccc(Oc2cc(-c3ccccc3)nc(-c3ccccc3)n2)cc1
0,CC(NC(=O)C(C)N1CCN(S(=O)(=O)c2ccccc2)CC1)c1ccccc1 (stereo unspecified)
-5[25 µM],OC[C@@H]1[C@H](c2ccc(-c3cccc(F)c3)cc2)[C@H]2CN(Cc3cncnc3)CCCCN12
-3,O=C(NCC(=O)N1CCCCCCC1)c1ccco1
25,CN(Cc1cn(C)nc1-c1ccc(Oc2ccccc2)cc1)CC1COCCO1 (stereo unspecified)
3,O=C(CCC(=O)NC1CCCCC1)NCc1ccc(F)cc1
-4,COCC(=O)N1CCC(Oc2ccc(C(=O)N(C)Cc3nccs3)cc2)CC1
-4[25 µM],C/C=C/c1ccccc1[C@@H]1[C@H](C#N)N(C(=O)Cc2ccccn2)[C@H]1CO
9[25 µM],O=C(C[C@@H]1C=C[C@@H](NC(=O)Nc2ccccc2F)[C@@H](CO)O1)NCc1ccc(-c2ccccc2)cc1
-4,Cc1cc(C(=O)NNC(C)Cc2ccccc2)no1 (stereo unspecified)
-25,CC(=O)c1ccc(-c2cnc3c(NC=O)cc(-c4ccc(N5CCN(C)CC5)cc4)cn23)cc1
13,COc1ccccc1CNc1cncnc1
-18,Cc1c2c(n3c(nc4ccccc43)c1C#N)N(Cc1cccnc1)CC2
10,O=C(COc1ccc2ccccc2c1)Nc1ccc(S(=O)(=O)N2CCCCCC2)cc1
-52,Cc1ccc(C(=O)Nc2cccc(Oc3ccccc3)c2)o1
-23,O=C1CCC(C(=O)N2CCSCC2)CN1CCc1cccc(F)c1 (stereo unspecified)
4[25 µM],CCCC(=O)N1CC2(C1)CN(C(=O)Nc1cccc(F)c1)[C@H](CO)c1c2c2ccc(OC)cc2n1C
5,O=C(COC(=O)COc1ccccc1F)NCCc1ccc(F)cc1
4[25 µM],COc1cccc(NC(=O)Nc2ccc3c(c2)C(=O)N(C)C[C@@H](OC)[C@@H](C)CN(CC2CC2)[C@H](C)CO3)c1
8,O=C(CC(NC(=O)c1ccccc1)c1ccccc1)Nc1cccc2ccccc12 (stereo unspecified)
3,Cc1ccc(OCC(=O)N(C)CC(=O)N(CC(C)C)c2c(N)n(CC(C)C)c(=O)[nH]c2=O)c(C)c1
-4,CC(=O)N1c2ccc(C)cc2Sc2c1ccc1ccccc21
1,O=C1c2ccccc2OCOc2ccccc21
-8,Cc1cc(C)n(-c2nc(NCCCN(C)C)c3c4c(sc3n2)COC(C)(C)C4)n1
-115,O=C(Oc1c(CN2CCOCC2)cc(Cl)c2cccnc12)c1cccs1
-1,CCN(CC)S(=O)(=O)c1ccc(N2CCCC2)c(NC(=O)c2ccc([N+](=O)[O-])o2)c1
-95,O=C(OCc1ccccn1)c1ccc(COc2ccc3ccccc3c2)o1
-31,Cc1cccnc1NC(=O)c1ccc2c(c1)OCO2
-6,Cc1sc2nc(N)sc2c1C
15[25 µM],Cc1ccc(-c2ccccc2[C@H]2[C@@H](C#N)N(C(=O)Cc3cccnc3)[C@H]2CO)cc1

(list continues)
CD40 NFkB inh,canonical_smiles
-6,CC(C)NC(=O)COc1ccc(Cl)cc1Cl
1[25 µM],CCS(=O)(=O)NCC[C@H]1CC[C@H](NC(=O)Nc2cc(Cl)cc(Cl)c2)[C@@H](CO)O1
-47,N#C[C@@H]1[C@@H](c2ccc(C#Cc3cccc(F)c3)cc2)[C@@H](CO)N1C(=O)C1CCCC1
-2[25 µM],CCCNC(=O)NC[C@H]1[C@@H](c2ccc(C3=CCCC3)cc2)[C@H](CO)N1C(=O)CC
14,O=C1c2ccccc2N2C(=O)c3ccccc3C2N1Cc1ccccc1 (stereo unspecified)
9,CN(C(=O)COC(=O)COc1ccccc1Cc1ccccc1)c1ccccc1
8,CCCN1C(=O)/C(=C\C=C2/Sc3ccccc3N2CC)SC1=S
12,Cc1cc(S(=O)(=O)N2CCCC(N3CCOCC3)C2)c(C)cc1Cl (stereo unspecified)
-57,O=C(c1cnn(-c2nc3ccccc3s2)c1)c1ccccc1O
-29,CC(OC(=O)Cc1coc2cc3c(cc12)CCC3)C(=O)NC(N)=O (stereo unspecified)
7[25 µM],CN1C(=O)c2cc(NC(=O)c3ccc(C(F)(F)F)cc3)ccc2OC[C@H]2O[C@@H](CC(=O)NCc3ccc4c(c3)OCO4)CC[C@H]21
13,Cc1cc(=O)[nH]c(=S)[nH]1
-13,Cc1ccc(S(=O)(=O)NCC(=O)OCc2csc(-c3ccccc3)n2)cc1
3,CCOc1cc(N2CCOCC2)c(OCC)cc1NC(=O)CN1CCN(Cc2ccc3c(c2)OCO3)CC1
9,COc1ccc(N(C(=O)c2ccncc2)S(=O)(=O)c2ccccc2)cc1
-3,O=C(O)c1c(F)c(F)cc2ccccc12
46[25 µM],O=C(Nc1cc(F)ccc1F)N1CCCCN2[C@H](C1)[C@H](c1ccc(C3=CCCCC3)cc1)[C@@H]2CO
